BH1578 lux ind: quorum light induction in luxS cqsA deficient V. cholerae | V. cholerae BH1578 lux reporter, luminescence, 6 h | AID 588436 | activation, % at 18.7 µM | 0.16% of 350,000 active; in the data active = activation mostly above about 9.7%, no sharp cut-off; note: not every result past the cut was called active; inactives centre near 0; reference of the scale not given here
PrPC TRFRET: reduces human prion protein on the cell surface. P04156. cell surface PrPC, TR-FRET read-out. inhibition, % at 13.8 µM. 0.43% of 370,000 active; in the data active = inhibition above about 24%; note: 0% = median of the test wells and 100% = reference compound wells
VHR inh abs: inhibitors of human VHR1 phosphatase (DUSP3); inhibition, % at 13.3 µM; 0.52% of 290,000 active; recombinant VHR phosphatase, pNPP absorbance; in the data active = inhibition above about 50%; note: some compounds called inactive have numbers as strong as hits
Target sequence (P51452 whole entry, looked up): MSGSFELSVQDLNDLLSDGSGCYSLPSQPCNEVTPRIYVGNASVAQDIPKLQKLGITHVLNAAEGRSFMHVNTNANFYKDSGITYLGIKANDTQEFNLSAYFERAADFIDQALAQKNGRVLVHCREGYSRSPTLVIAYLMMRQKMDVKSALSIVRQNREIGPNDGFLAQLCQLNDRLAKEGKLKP
Yp Topo-I inh: blocks Yersinia pestis topoisomerase I activity; Y. pestis Topo-I cleavage product accumulation, plate reader; activity, % at 10 µM; 0.064% of 360,000 active; AID 504884; in the data active = activity above about 50%, passing the limit was not always enough; note: inactives centre near 2
Rv3671c inh: Rv3671c (M. tuberculosis) protease inhibition; inhibition, % at 5.96 µM; 0.048% of 320,000 active; AID 2606; in the data active = inhibition above about 38%;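 note: extracellular domain of Rv3671c used as enzyme; 0% = enzyme with DMSO and 100% = no enzyme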
Target sequence (P9WHR9 whole entry, looked up, the tested form may be a part): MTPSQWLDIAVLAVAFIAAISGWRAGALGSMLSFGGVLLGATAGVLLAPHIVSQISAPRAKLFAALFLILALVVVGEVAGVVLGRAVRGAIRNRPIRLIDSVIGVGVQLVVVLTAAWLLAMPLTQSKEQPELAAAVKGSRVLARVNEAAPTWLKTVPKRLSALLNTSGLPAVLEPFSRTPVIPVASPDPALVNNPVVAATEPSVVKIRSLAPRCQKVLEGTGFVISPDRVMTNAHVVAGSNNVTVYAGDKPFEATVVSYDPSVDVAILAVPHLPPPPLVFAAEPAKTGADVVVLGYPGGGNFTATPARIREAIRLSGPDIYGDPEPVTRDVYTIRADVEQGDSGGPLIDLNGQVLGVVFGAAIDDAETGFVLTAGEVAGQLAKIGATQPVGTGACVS
MazF activator: MazEF (E. coli) toxin RNase activation. P0AE70. FAM/BHQ RNA-DNA oligo cleavage fluorescence, 5 h. activation, % at 20 µM. 0.32% of 350,000 active. AID 504720; in the data active = activation above about 50%
Target sequence (P0AE70 whole entry, looked up): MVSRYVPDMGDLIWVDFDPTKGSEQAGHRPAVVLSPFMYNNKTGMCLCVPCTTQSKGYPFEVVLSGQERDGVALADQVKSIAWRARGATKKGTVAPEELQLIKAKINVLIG
PriA SSB inh: blocks PriA binding to SSB C-terminal tail. AlphaScreen SSBct-PriA binding, biotinylated peptide. inhibition, % at 33 µM. 0.6% of 430,000 active. AID 1272365; in the data active = inhibition mostly above about 37%, no sharp cut-off; inactive = mostly below about 20%;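 note: plate controls were negative control peptide for no effect and reference peptide for full effect; strong numbers were not always called active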
3CLpro inhibitor: SARS-CoV 3CLpro protease inhibition. P0C6X7. inhibition, % at 6 µM. 0.14% of 290,000 active. recombinant SARS-CoV 3CLpro, quenched FRET peptide cleavage; in the data active = inhibition above about 12%
TcdB inh: blocks C. difficile toxin B glycohydrolase activity. P18177. TcdB glycohydrolase enzymatic assay, plate reader. inhibition, % at 9.99 µM. 0.24% of 350,000 active; in the data active = inhibition above about 10%
CCHFV vOTU inh: CCHFV vOTU protease inhibition; Pep-AMC fluorescence; inhibition, % at 11.5 µM; 0.55% of 370,000 active; in the data active = inhibition above about 30%; note: 0% = vehicle wells with enzyme and 100% = no enzyme wells
Active calls of the source: *; i = inactive; . = not tested or not shown. Some of the compounds tested; count on the stated rates, not on these rows.

SMILES | BH1578 lux ind | PrPC TRFRET | VHR inh abs | Yp Topo-I inh | Rv3671c inh | MazF activator | PriA SSB inh | 3CLpro inhibitor | TcdB inh | CCHFV vOTU inh
COc1cc(C2NC(=O)NC(C)=C2[N+](=O)[O-])cc(OC)c1OC (stereo not given) | i | -1 | -8 | -6 | 3 | 11 | -10 | 2 | 1.0 | 17
Cc1cc(C)c2nc(NNC(=O)c3cc(-c4cccs4)nc4ccccc34)sc2c1 | -0.1 | 4 | 0 | -7 | 10 | 6 | -12 | 3 | 0.8 | -7
COC(=O)c1cc2c(ccn2-c2ccc(F)cc2)n1Cc1ccc(C#N)cc1 | i | 1 | -5 | 26 | -21 | -1 | 18 | 6 | 1.1 | 20
O=C(/C=C/c1ccc(Cl)c(Cl)c1)N1CCOCC1 | i | 1 | 26 | -21 | -1 | 8 | 4 | -1 | 1.0 | -1
CCOc1ccc(S(=O)(=O)N2CCN(C(=O)c3ccco3)CC2)cc1 | i | 7 | 35 | 1 | 0 | 3 | 4 | -2 | -4.8 | 11
COc1cc(C(CCN2CCN(c3ccccc3)CC2)c2c(OC)cc(OC)c3c(C)cc(=O)oc23)cc(OC)c1OC (stereo not given) | -1.5 | 0 | 22 | 34 | 1 | -7 | 34 | . | -0.3 | -9
Cc1ccc(OCCCn2c(CO)nc3ccccc32)cc1 | -0.5 | 12 | 0 | 10 | 1 | 3 | -10 | 0 | . | 1
Cc1nc(NC(C)c2ccccc2)c2c3c(sc2n1)CCC3 (stereo not given) | i | . | 15 | 15 | -3 | -1 | 0 | -1 | . | .
FC(F)(F)c1cc(Nc2ccccc2)nc(-c2ccccn2)n1 | -1.2 | 6 | 16 | -12 | -8 | 2 | -8 | -4 | 2.3 | 9
O=P(O)(O)c1ccccc1OCCOCCOCCOCCOc1ccccc1P(=O)(O)O | -0.6 | 12 | 8 | 10 | -5 | 2 | -13 | -2 | -0.4 | 21
O=C(O)c1c2c(nc3ccc(S(=O)(=O)N4CCC(C(=O)NC5CCCCCC5)CC4)cc13)CCCC2 | i | 3 | 30 | -11 | -1 | -7 | -6 | -2 | 5.0 | 0
COc1ccc(/C=N/NC(=O)c2c(-c3ccccc3)noc2C)cc1[N+](=O)[O-] | i | 1 | 4 | 9 | -2 | -4 | . | -1 | 1.1 | 9
CC(=O)Nc1cc(NC(C)=O)cc(C(=O)OCC(=O)Nc2ccc(S(=O)(=O)NC3=NCCCCC3)cc2)c1 | 0.3 | -2 | 0 | -6 | 4 | 1 | -10 | 1 | -0.9 | 13
COc1cccc(-c2cc3nc(NCc4cccnc4)n(C)c(=O)c3s2)c1 | -4.5 | -2 | . | 26 | . | . | . | . | 0.6 | 1
Fc1cc(Br)ccc1NC(=S)NCCc1ccccc1 | i | 5 | 22 | -7 | -1 | -1 | -32 | 7 | 0.6 | -8
O=C(COc1ccccc1Cl)Nc1nnc(S(=O)(=O)N2CCCC2)s1 | -0.2 | 12 | 17 | -3 | -4 | 7 | 85* | 2 | -10 | 18
COc1ccc(C(=O)Nc2nc(CC(=O)NCCc3cccc(OC)c3)cs2)cc1 | i | 4 | . | 2 | 8 | -1 | -9 | . | 1.4 | 8
Cc1ccc(S(=O)(=O)N2CCN(Cc3cc(C(C)(C)C)ccc3O)CC2)cc1 | -0.2 | 10 | -5 | 28 | -6 | 1 | -8 | -3 | 0.7 | -5
CCOC(=O)CP(=O)(c1ccccc1)c1ccccc1 | i | 0 | 20 | -4 | 6 | 1 | -19 | -1 | . | 4
N#CCCCCN1CCCC1 | -0.9 | 2 | 6 | -1 | . | 0 | -6 | -3 | 1.2 | 6
C/C(=N/NC(=O)CNC(=O)CCc1ccccc1)c1ccc(Cl)cc1 | -0.3 | -4 | 17 | 6 | 1 | -1 | . | -1 | 7.2 | 7
CCC(=Nc1ccc2c(c1)CCC2)c1c(O)n(-c2ccc(OC)cc2)c(=O)[nH]c1=O | -0.3 | -1 | 27 | 13 | 7 | 5 | -11 | 3 | 1.6 | 1
COc1cccc(NS(=O)(=O)c2cn(C)c(=O)n(C)c2=O)c1 | i | -5 | -6 | 6 | -3 | 2 | -8 | 2 | 3.1 | 10
CCN1C(=O)c2ccccc2Sc2ccc(C(=O)NCCCN3CCCCC3)cc21 | -0.3 | -11 | 36 | -12 | -7 | 13 | -9 | -4 | 2.1 | -4
CCOC(=O)c1sc(C)c(C(=O)NCC(C)(C)CN(C)C)c1N | i | -2 | 13 | -1 | -10 | 13 | -16 | 0 | . | -3
Fc1ccc(NC(=S)N2CCc3ccccc32)cc1 | -0.2 | -1 | 7 | -11 | . | 8 | -13 | -2 | 3.2 | -1
CCCCCCn1ccc(=N)cc1 | -0.1 | 12 | -12 | 6 | 0 | 5 | -6 | 7 | . | 4
CCCNC(=O)c1ccc2c(=O)c(O)c(-c3ccc(F)cc3)[nH]c2c1 | 5.0 | . | 26 | -3 | -1 | 2 | 7 | . | . | .
O=C(Nc1ccc(N2CCCC2)cc1)c1ccccc1[N+](=O)[O-] | -0.3 | -17 | 35 | 4 | 3 | 8 | 3 | 1 | -0.7 | 3
O=C(O)CC(C(=O)OCC1CCCO1)N1CCOCC1 (stereo not given) | i | -5 | 25 | 7 | 0 | -2 | 11 | -2 | . | 3
O=C(COC(=O)c1cc(Cl)nc(Cl)c1)Nc1ccc(Cl)c(S(=O)(=O)N2CCOCC2)c1 | 1.0 | -9 | . | 9 | -1 | 4 | -2 | . | 1.3 | -2
COC(=O)c1cc(=O)n(Cc2ccc3c(c2)OCO3)c(=Nc2ccc(F)c(Cl)c2)s1 | -0.2 | -4 | 19 | 1 | 7 | -7 | -3 | -2 | 0.5 | -5
Cc1ccc(NC(=O)CN2C(=O)C(=O)N(C3CCCC3)C2=O)cc1Cl | i | 6 | . | -3 | -6 | -5 | -5 | . | -1.3 | -1
COc1ccccc1NS(=O)(=O)c1c(C(=O)N2CCCC2)c(C)n(C)c1C | 0.4 | 6 | 21 | -1 | 6 | 5 | 0 | 1 | 2.9 | -5
O=C(NCc1ccco1)C1CCCN1S(=O)(=O)c1ccc2ccccc2c1 (stereo not given) | 14 | 0 | 6 | 3 | 4 | 3 | -10 | -2 | 1.9 | -15
CC(=O)Nc1ccccc1C(=O)OCc1cccc(F)c1 | -0.3 | 1 | 30 | 12 | 0 | 4 | -21 | 4 | 1.9 | 8
O=C(NCCCN1CCOCC1)C(=O)N/N=C/c1ccccc1O | -0.5 | 3 | 33 | 1 | 8 | 1 | . | 1 | -6.0 | -4
CCOC(=O)c1c(C)[nH]c(C(=O)Cn2nnc(-c3ccccc3)n2)c1C | 3.1 | 1 | 23 | 2 | -4 | -17 | -8 | 2 | . | 25
CC(=O)c1ccc(OC(=O)COc2ccccc2Cl)cc1 | i | 2 | -12 | 15 | -4 | 4 | -11 | 11 | 0.1 | -9
Cc1cc(/C=C2\C(=O)NC(=O)N(Cc3ccco3)C2=O)c(C)n1-c1ccc(C(=O)O)cc1 | -1.0 | 6 | 5 | -10 | 3 | -6 | 6 | -1 | 1.6 | 7
O=S(=O)(c1ccc(F)cc1)N1CCN(Cc2ccccn2)CC1 | -3.3 | 7 | 20 | 3 | -1 | 4 | 15 | 2 | 2.3 | -17
Cn1c(NC(=O)c2cccs2)c(-c2cccs2)c(=O)c2ccccc21 | -0.4 | -6 | 15 | 1 | -9 | 9 | 0 | 2 | . | 5
O=C(CCS(=O)(=O)c1ccccc1Cl)NC1CCCCCC1 | i | 0 | . | 5 | 3 | -2 | -2 | . | 0.5 | -5
O=C(NCc1ccccc1)c1cccnc1 | 3.5 | 1 | 32 | 4 | 1 | 3 | 12 | -2 | 1.1 | -6
Cn1nnnc1SCC(=O)NCc1ccccc1 | 0.7 | 2 | -5 | 5 | 3 | 13 | -14 | -4 | . | 7
COc1ccc(C(=S)N2CCOCC2)cc1OC(=O)c1ccccc1 | -0.1 | 6 | 21 | 8 | -1 | -3 | -9 | 4 | 1.3 | 2
CC1CCN(C(=O)/C(=C\c2ccccc2)NC(=O)c2ccccc2)CC1 | -0.3 | 2 | 18 | 12 | 8 | 11 | -5 | 2 | 0.6 | -5
CNC(=S)SCCOc1ccccc1 | 0.1 | -2 | 13 | 11 | -4 | 4 | -10 | 2 | -1.0 | -20
CC1CCCCC12NC(=O)N(CC(=O)NCCc1ccc(S(N)(=O)=O)cc1)C2=O (stereo not given) | 2.8 | -1 | . | 8 | 2 | 3 | -14 | . | 2.3 | -3
Cc1ccc(NC(=O)COC(=O)CNC(=O)C2CCCCC2)cc1S(=O)(=O)N(C)C | -4.3 | -7 | . | 8 | -4 | 8 | -6 | . | 1.1 | -8
COc1cccc(C(=O)Nc2cccc(-c3ccccc3)c2)c1 | 2.1 | 5 | -4 | -10 | -11 | 4 | -49 | 4 | -0.1 | 4
Cn1c(CNC(=O)c2ccccc2F)nnc1SCC(=O)Nc1nnc(C2CC2)s1 | -0.5 | 0 | 24 | 6 | -3 | -11 | -11 | -5 | -1.2 | -16
O=C1CC(N2CCN(c3ccccc3)CC2)C(=O)N1CCc1ccccc1 (stereo not given) | -0.4 | 2 | 19 | 4 | 1 | 2 | -6 | 4 | . | 2
COc1ccc(CNn2c(-c3ccccc3F)nc3ccccc3c2=O)cc1OC | -0.2 | -9 | 16 | 14 | -6 | 3 | -3 | 1 | 0.2 | -2
CCN=C1S/C(=C\c2ccc(O)c(OCC)c2)C(=O)N1CC | -0.3 | -24 | -5 | 0 | -2 | -21 | 2 | -1 | 1.2 | 1
CCCCC(CC)CNC(=O)c1cccs1 (stereo not given) | i | 4 | -14 | 12 | 1 | 3 | -41 | 3 | 0.8 | 4
CC(C)C(=O)N(Cc1ccc2c(c1)OCO2)Cc1ccccn1 | i | -8 | -27 | 5 | -1 | -5 | -13 | 2 | . | -2
O=C(NCCc1ccccc1)C1(c2ccccc2)CC1(Cl)Cl (stereo not given) | i | 5 | 11 | 6 | 0 | 4 | -10 | 0 | . | 2
Cc1cccc(OCC(O)Cn2c(N3CCCCC3)nc3c2c(=O)n(C)c(=O)n3C)c1 (stereo not given) | i | -2 | -42 | 1 | 0 | -4 | 3 | -4 | 0.6 | -11
Cc1ccccc1NC(=O)c1cn2c(nc3ccccc32)c(C#N)c1C | -0.4 | 0 | 0 | -2 | 12 | 6 | -6 | 0 | 0.7 | 1

Taken from the entries so far for reference:
SMILES | BH1578 lux ind | PrPC TRFRET | VHR inh abs | Yp Topo-I inh | Rv3671c inh | MazF activator | PriA SSB inh | 3CLpro inhibitor | TcdB inh | CCHFV vOTU inh
O=C(NCCc1ccccc1)C1(c2ccccc2)CC1(Cl)Cl (stereo not given) | i | 5 | 11 | 6 | 0 | 4 | -10 | 0 | . | 2
Cc1cccc(OCC(O)Cn2c(N3CCCCC3)nc3c2c(=O)n(C)c(=O)n3C)c1 (stereo not given) | i | -2 | -42 | 1 | 0 | -4 | 3 | -4 | 0.6 | -11
Cc1ccccc1NC(=O)c1cn2c(nc3ccccc32)c(C#N)c1C | -0.4 | 0 | 0 | -2 | 12 | 6 | -6 | 0 | 0.7 | 1

More records follow.
SMILES | BH1578 lux ind | PrPC TRFRET | VHR inh abs | Yp Topo-I inh | Rv3671c inh | MazF activator | PriA SSB inh | 3CLpro inhibitor | TcdB inh | CCHFV vOTU inh
Cc1cc(C)c(S(=O)(=O)N2CCN(C(=O)c3ccc(-n4cncn4)c([N+](=O)[O-])c3)CC2)c(C)c1 | -0.3 | -24 | . | 10 | 2 | 2 | 16 | . | 5.1 | -4
OCCN(Cc1ccccc1)Cc1cccc(F)c1 | 2.0 | 0 | 11 | 18 | -1 | 5 | -31 | -1 | . | 1
COC(=O)c1ccc(CSc2nc3ccc(S(N)(=O)=O)cc3[nH]2)cc1 | -0.2 | 0 | -3 | -4 | 3 | 6 | 2 | 1 | 1.6 | -2
O=C1C2CCCCN2C(=O)N1CCCCN1CCN(c2cccc(Br)c2)CC1 (stereo not given) | -0.2 | -14 | 4 | 29 | 5 | 3 | -12 | -2 | 0.7 | -7
O=C(CCCSc1ccccc1)Nc1nc(-c2ccccn2)cs1 | i | 8 | 24 | 2 | -1 | -9 | 36 | 2 | . | 4
NS(=O)(=O)c1cc(C(=O)OCC(=O)N2CCOCC2)ccc1Cl | -0.3 | -3 | 7 | -1 | -2 | 2 | 1 | -9 | 0.9 | 11
COc1cccc(CNc2nc3cc(-c4ccccc4)sc3c(=O)n2C)c1 | -0.7 | 6 | . | 23 | . | . | . | . | -1.0 | 3
